From PubChem BioAssay
M. tuberculosis HTS: M. tuberculosis growth inhibition, HTS (AID 449762); 330,000 tested, 0.59% active; M. tuberculosis H37Rv growth inhibition, 7H9 media; higher % means a stronger effect; one-dose inhibition, % at 25 µM; IC50 in µM for titrated hits; in the data active = a potency from the dose series; inconclusive = inhibition above about 70% without an active follow-up result;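 note: bacterial growth assessed after seven days of incubation; strong numbers were not always called active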
M. tuberculosis: growth inhibition of non-replicating M. tuberculosis (AID 488890); 320,000 tested, 0.39% active; Mycobacterium tuberculosis non-replicating, growth inhibition; higher % means a stronger effect; inhibition, % at 25 µM; hits with a dose series show IC50 in µM; in the data active = a potency from the dose series; inconclusive = inhibition mostly from about 82% at the one dose, without a potency; inactive = the rest, 99 in 100 with inhibition below about 76%;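 note: plate controls were DMSO cells for no effect and high antibiotic wells for full effect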
inhibitors of VEEV: inhibitors of VEEV TC-83 cytopathic effect, confirmation, Vero cells (AID 588727) | Vero cells, VEEV TC-83 cytopathic effect inhibition; higher % means a stronger effect | inhibition, % at 20 µM; hits with a dose series show IC50 in µM | 350,000 tested, 0.13% active; in the data active = a potency from the dose series; inconclusive = inhibition mostly from about 14% at the one dose, without a potency; inactive = the rest, 99 in 100 with inhibition below about 12%; note: strong numbers were not always called active
Salmonella PhoP GFP: Inhibition of PhoP regulon, Salmonella typhi GFP reporter cells, confirmation, 4 h (AID 1850). Salmonella Typhi PhoP-promoter GFP reporter, fluorescence, 4 h; higher % means a stronger effect. one-dose inhibition, % at 50 µM; IC50 in µM for titrated hits. 310,000 tested, 0.33% active; in the data active = a potency from the dose series; inconclusive = inhibition mostly from about 25% at the one dose, without a potency; inactive = the rest, 99 in 100 with inhibition below about 19%;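 note: 0% = induced wells with vehicle and 100% = uninduced wells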
H1N1 NS1A inhibition: H1N1 influenza NS1A inhibitors, functional cell based assay (AID 504329). NS1A functional cell-based assay, percent inhibition; higher % means a stronger effect. one-dose inhibition, % at 12.5 µM; IC50 in µM for titrated hits. 340,000 tested, 0.3% active; in the data active = a potency from the dose series; inconclusive = inhibition above about 27% without an active follow-up result; note: strong numbers were not always called active
inhibitors of VEEV 10K pilot screen: also measured in inhibitors of VEEV; calls as there; inhibition, %; measured here: 10K pilot screen inhibition
* = called active by the depositor; i = inactive; ? = inconclusive; . = not tested or not shown.

SMILES	M. tuberculosis HTS	M. tuberculosis	inhibitors of VEEV	Salmonella PhoP GFP	H1N1 NS1A inhibition	others
CCc1cccc(CC)c1NC(=O)C1CC(=O)N(c2ccc3c(c2)OCCO3)C1 (stereo not drawn)	-5%	5%	11%	-8%	-13%
CCN(Cc1ccccc1)C(c1cc2ccc(C)cc2[nH]c1=O)c1nnnn1CCOC (stereo not drawn)	-6%	-7%	2.6%	-4%	1%
O=C(CN1CCN(Cc2cccc(Cl)c2)C1=O)NCC1CCCO1 (stereo not drawn)	2%	.	0.4%	-3%	5%
COc1ccccc1N1CCN(C(=O)c2ccccc2N(C)S(=O)(=O)c2ccc(C)cc2)CC1	-14%	7%	5.2%	-2%	-7%
COc1ccc(C2C(C#N)=C(C)NC3=C2C(=O)CC(C)(C)C3)c(OC)c1 (stereo not drawn)	6%	19%	0.5%	1%	-5%
Cc1ccc(S(=O)(=O)NCC(=O)Nc2ccc3c(c2)OCO3)cc1	-1%	-2%	0.5%	12%	6%
Cc1ccccc1NC(=O)c1cccc(OCc2c(C)noc2C)c1	-9%	13%	1.9%	-5%	4%
O=C(CC(CC(=O)c1ccc(Cl)cc1)c1ccccc1C(=O)O)c1ccc(Cl)cc1	-6%	27%	0.7%	-3%	-3%
Cc1oc2c(CN3CCCC3)c(O)ccc2c(=O)c1-c1ccc(Cl)cc1	-4%	4%	0.3%	2%	-2%	inhibitors of VEEV 10K pilot screen=0.8
CCC(Oc1ccccc1)C(=O)N1CCN(c2ccccn2)CC1 (stereo not drawn)	1%	12%	3.7%	-3%	5%
COc1cc(C#Cc2c(-c3ccccc3OC)oc3ccccc23)cc(OC)c1	3%	47%	0.7%	.	4%
Cc1nn(CC(=O)c2ccc(Br)s2)c(C)c1[N+](=O)[O-]	0%	10%	0.1%	18%	-16%
Cc1cc(C)n(-c2ccc(C(=O)OCC(=O)Nc3cc(S(C)(=O)=O)ccc3Cl)cc2)n1	9%	5%	3.1%	.	-6%
COc1ccccc1/C=C(\C#N)C(=O)Nc1ccc(S(N)(=O)=O)cc1	-6%	-4%	0.1%	2%	1%	inhibitors of VEEV 10K pilot screen=1.3
O=C(O)/C=C/c1cnn(-c2ccccc2)c1	.	.	0.3%	.	-3%
Cc1cc(N/N=C/c2ccccc2Cl)nc(NCc2ccccc2)n1	?	29%	7.5%	-3%	-1%
COc1ccccc1CNC(=O)CCNS(=O)(=O)c1ccc2c(c1)oc(=O)n2C	-2%	18%	3.0%	5%	6%
O=C(COc1ccc([N+](=O)[O-])cc1Cl)N1CCc2ccccc21	1%	-11%	1.0%	.	-10%
Cn1c(=O)c2c(ncn2CC(=O)OCC(=O)Nc2ccc(F)cc2F)n(C)c1=O	-8%	0%	1.6%	.	0%
O=C(C1=NN(c2ccccc2)C2C(=O)N(c3ccccc3)C(=O)C12)c1ccccc1 (stereo not drawn)	-3%	48%	0.9%	-49%	-11%
CC(C)N(Cc1ccccc1)C(=O)COC(=O)C1CCN(c2ccc(C(F)(F)F)cn2)CC1	.	.	i	.	-3%
CC(=O)Nc1ccc(-c2nc3ccccc3c(=O)o2)cc1	10%	.	1.3%	-12%	-4%
O=C(COc1cccc(NC(=O)c2cccc([N+](=O)[O-])c2)c1)c1ccc(Br)cc1	2%	3%	6.7%	-7%	2%
CN(c1ccccc1)S(=O)(=O)c1cccc(NC(=O)c2cncc(Br)c2)c1	0%	12%	7.4%	9%	4%
Cc1ccc(C(=O)NC(C)c2ccccc2)o1 (stereo not drawn)	-15%	66%	0.7%	-7%	4%
Cc1ccc(C(=O)OCC(=O)NCc2cccs2)cc1S(=O)(=O)N1CCOCC1	-10%	-8%	1.2%	-10%	-2%
O=C1c2ccccc2C(=O)N1CC#CCN1CCN(C2CCCCC2)CC1	-1%	-8%	i	10%	-18%
CCCCn1nnnc1NCc1cccnc1	-2%	1%	0.4%	2%	-20%
O=C(NC(=S)Nc1cccc(Cl)c1Cl)C1CC1	7%	60%	0.7%	-10%	-11%
Cc1nc(C(=O)N2CCOCC2)sc1C1(C)CC(c2ccccc2)=NO1 (stereo not drawn)	-5%	-1%	3.3%	-12%	0%
COc1ccc(NC(=O)COC(=O)C(NC(=O)c2ccc(C)cc2)C(C)C)cn1 (stereo not drawn)	-11%	13%	5.5%	.	-17%
COc1cc(CNn2c(C)n[nH]c2=S)cc(Br)c1OCc1ccc(F)cc1	1%	-1%	8.6%	14%	-1%
CN(C)CCCNc1c2c(nc3cc(-c4cccc(F)c4)nn13)CCC2	1%	-3%	12%	1%	3%
CN(C)CCCN(C(=O)COc1ccccc1)c1nc2cc3c(cc2s1)OCO3	3%	29%	1.4%	-10%	3%
Brc1ccccc1-c1nnc(COc2cccc3cccnc23)o1	-7%	55%	8.9%	4%	6%
COc1cc(CN(C)CCc2ccccn2)cc(OC)c1OC	-1%	-6%	0.5%	7%	-16%
O=[N+]([O-])c1ccc(N2CCNCC2)c(S(=O)(=O)N2CCOCC2)c1	-7%	-30%	0.2%	-2%	2%
Cc1cccc2cc(C3CC(c4ccco4)=NN3C(=O)CCC(=O)O)c(Cl)nc12 (stereo not drawn)	-4%	-7%	1.0%	-3%	-3%
Cc1cccc(N2N=C(C(=O)N3Cc4ccccc4CC3C(N)=O)CCC2=O)c1 (stereo not drawn)	-4%	0%	2.0%	.	-4%
C[C@H](CO)N1C[C@H](C)[C@@H](CN(C)Cc2ccc(Cl)c(Cl)c2)Oc2c(NS(=O)(=O)c3cn(C)cn3)cccc2C1=O	-1%	21%	2.5%	.	1%

No new results follow: an excerpt of the list.
SMILES	M. tuberculosis HTS	M. tuberculosis	inhibitors of VEEV	Salmonella PhoP GFP	H1N1 NS1A inhibition	others
COc1ccc(NC(=O)COC(=O)C(NC(=O)c2ccc(C)cc2)C(C)C)cn1 (stereo not drawn)	-11%	13%	5.5%	.	-17%
COc1cc(CNn2c(C)n[nH]c2=S)cc(Br)c1OCc1ccc(F)cc1	1%	-1%	8.6%	14%	-1%
CN(C)CCCNc1c2c(nc3cc(-c4cccc(F)c4)nn13)CCC2	1%	-3%	12%	1%	3%
CN(C)CCCN(C(=O)COc1ccccc1)c1nc2cc3c(cc2s1)OCO3	3%	29%	1.4%	-10%	3%
Brc1ccccc1-c1nnc(COc2cccc3cccnc23)o1	-7%	55%	8.9%	4%	6%
COc1cc(CN(C)CCc2ccccn2)cc(OC)c1OC	-1%	-6%	0.5%	7%	-16%
O=[N+]([O-])c1ccc(N2CCNCC2)c(S(=O)(=O)N2CCOCC2)c1	-7%	-30%	0.2%	-2%	2%

(more compounds)
SMILES	M. tuberculosis HTS	M. tuberculosis	inhibitors of VEEV	Salmonella PhoP GFP	H1N1 NS1A inhibition	others
Cc1nc(C)c(C(=O)C2=C(O)C(=O)N(CCN3CCOCC3)C2c2cccnc2)s1 (stereo not drawn)	2%	-10%	1.1%	-2%	-3%
Cc1cc(C)n(-c2cc(=O)n(C)c(=O)n2C)n1	-6%	-2%	0.2%	0%	-16%
O=C(NCc1ccccc1)C1=C[C@@H](c2ccc(C(F)(F)F)cc2)C[C@@H](OCc2ccc(CO)cc2)O1	8%	27%	3.3%	1%	13%
S=C(NCCc1ccccn1)NC1CCCCC1	12%	-1%	1.1%	-8%	3%
CC(C)C(C)NC(=O)COc1ccc([N+](=O)[O-])cc1Cl (stereo not drawn)	1%	3%	0.7%	-7%	0%
COCCN(C(=O)CCC(=O)Nc1cc(C)on1)C(C(=O)NC1CCCC1)c1ccccc1F (stereo not drawn)	-5%	-10%	0.9%	7%	-18%
COc1ccc2c(c1)Cc1sc(NC(C)=O)nc1-2	6%	22%	1.8%	-17%	-23%	inhibitors of VEEV 10K pilot screen=1.8
COc1ccc(C(=O)NCC(=O)OCc2ccc(F)cc2Cl)cc1OC	2%	-3%	0.3%	0%	-20%
Cc1ccc(N(CCC#N)C(=O)COC(=O)c2ccccn2)cc1	3%	1%	1.0%	7%	5%
CCC(C)(C)C(=O)Nc1nnc(CCc2ccccc2)s1	4%	65%	0.8%	-11%	14%
Cc1cc(NC(=O)CCC(=O)N(Cc2ccco2)C2(C(=O)NC3CCCC3)CCCCC2C)no1 (stereo not drawn)	3%	-3%	i	19%	-6%
Cc1ccc(C)c(N2CCN(C(=O)c3cc(S(=O)(=O)N4CCCC4)cn3C)CC2)c1	-6%	15%	2.3%	-3%	6%
COc1cc2c(cc1NC(=O)CSc1ccccn1)oc1ccccc12	8%	16%	i	-2%	3%
COc1ccc(-n2nnnc2-c2ccc(S(C)(=O)=O)cc2Cl)cc1	-1%	-12%	0.3%	2%	-4%
CN(C)S(=O)(=O)c1ccc(N2CCCC2)c(C(=O)Nc2nc3c(ccc4ccccc43)s2)c1	0%	28%	1.7%	5%	-8%
O=C(NCCN1CCCCC1)c1cc(COc2c(F)cccc2F)on1	12%	11%	i	-19%	-9%
COC(=O)c1cc(=O)n(-c2c(Cl)cc(C(F)(F)F)cc2Cl)[nH]1	3%	-7%	2.6%	-4%	2%
C=CC[C@@H](CC(=O)OC(C)(C)C)C(=O)OC[C@H]1CCCN1C(=O)[C@@H](CC=C)CC(=O)N(CCO)Cc1ccccc1	-3%	11%	i	.	0%
COc1ccc(NC(=O)c2csc3c2CCCCC3)c(OC)c1	60%	45%	i	0%	8%
CCOc1cc(N2CCOCC2)c(OCC)cc1NC(=O)CN1CCCC(C)C1 (stereo not drawn)	10%	62%	2.5%	2%	5%
N#Cc1cc2ccccc2n2nnnc12	1%	-9%	1.5%	6%	-10%
Cc1csc2c(N3CCC(C(=O)O)CC3)ncnc12	6%	-4%	0.7%	-12%	-1%
Cc1ccc(S(=O)(=O)c2nc(-c3ccccc3)oc2NCc2cccnc2)cc1	0%	5%	1.1%	1%	2%
COc1cc(NC(=NS(=O)(=O)c2ccccc2)c2ccccc2)ncn1	.	.	0.3%	.	-18%
CCOC(=O)C1=C(C)NC(=O)NC1c1cc(Br)c(O)c(OC)c1 (stereo not drawn)	-4%	-5%	3.6%	5%	-14%
O=C(c1ccco1)N1CCN(C(c2cccs2)c2nnnn2C2CCCC2)CC1 (stereo not drawn)	-3%	11%	4.6%	-6%	-1%
Brc1cc(Br)cc(CN2CCSCC2)c1	9%	-4%	0.1%	-8%	.
O=NNc1nc2ccccc2n1Cc1ccccc1	-1%	?	0.3%	3%	3%
CSc1ccc(CN2CCC(N3CC(C)OC(C)C3)CC2)cc1 (stereo not drawn)	-6%	-2%	i	-6%	-22%
CC(C)(C)c1ccc(C(=O)Nc2ccc(O)c3c(=O)cc(-c4cccc(Cl)c4)oc23)cc1	1%	14%	13%	-6%	8%
O=C(c1nn2c(C(F)(F)F)cc(-c3ccc(F)cc3)nc2c1Cl)N1CCOCC1	2%	-4%	0.5%	5%	-5%
CCOC(=O)c1csc(NC(=O)C2CCCCC2)n1	-9%	.	0.1%	-23%	9%
O=C(Nc1cccc(-c2nc3ccccc3s2)c1)c1cccs1	?	75%	0.2%	-7%	-9%
COc1ccc(N2C(=O)CC(c3ccccc3)C2=O)cc1 (stereo not drawn)	0%	-2%	2.4%	0%	1%
CCc1ccc(N2CN(Cc3ccco3)CNC2=S)cc1	16%	45%	1.0%	3%	8%
COc1cccc2cc(C(C)N(CCCN3CCOCC3)C(=S)Nc3ccccc3C)oc12 (stereo not drawn)	3%	0%	1.8%	4%	0%
Cc1cc(C)cc(Oc2coc3c(CN(C)C)c(O)ccc3c2=O)c1	5%	2%	i	-1%	-2%
O=[N+]([O-])c1ccc(CSc2nnc3ccccn23)cc1	0%	.	7.1%	4%	1%
CC1CCCC(NC(=O)CCS(=O)(=O)c2cc3c(cc2Cl)NC(=O)CO3)C1C (stereo not drawn)	0%	-1%	0.4%	-2%	-5%
Cc1cc(S(=O)(=O)N(Cc2ccccc2Cl)c2ccc3c(c2)CCC3)ccc1-n1cnnn1	-13%	-1%	0.8%	-5%	-4%
C=CCn1c(O)c(N=NC(=O)OC(C)(C)C)c2ccccc21	1%	-13%	i	-7%	-4%
CCc1ccc(/C=C(/C#N)C(N)=S)cc1	2%	55%	1.1%	4%	-2%
COc1cc(C(O)CO)ccc1OS(=O)(=O)O (stereo not drawn)	-1%	7%	0.3%	-6%	2%
Fc1ccc(NC(=S)N/N=C/c2ccc(F)c(F)c2)c(F)c1	-9%	-15%	2.9%	-9%	6%
Cc1ccc(OCCC(=O)NCCc2ccc(S(N)(=O)=O)cc2)cc1	4%	?	7.0%	-6%	-2%
